# Screening results: PubChem BioAssay, several laboratories
# S1P3 antagonist: S1P3 receptor antagonists, primary screen, cell-based; Sphingosine 1-phosphate receptor 3 (Homo sapiens), Q99500; CHO S1P3 NFAT-BLA reporter, FRET fluorescence, antagonist mode; inhibition, % at 4.98 µM; actives 0.27% (n = 170,000);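 active means inhibition above the plate cutoff, the mean inhibition of test wells on that plate plus 3 SD, cut at about 28% in these data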;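 further: cells challenged with S1P at its EC80 of 0.8 µM; blue over green emission ratio from cleaved BLA substrate after 4 h stimulation; 0% = S1P-stimulated wells and 100% = unstimulated DMSO-only wells; some compounds past the cut are filed as inactive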
# Target sequence (Q99500 whole entry, looked up): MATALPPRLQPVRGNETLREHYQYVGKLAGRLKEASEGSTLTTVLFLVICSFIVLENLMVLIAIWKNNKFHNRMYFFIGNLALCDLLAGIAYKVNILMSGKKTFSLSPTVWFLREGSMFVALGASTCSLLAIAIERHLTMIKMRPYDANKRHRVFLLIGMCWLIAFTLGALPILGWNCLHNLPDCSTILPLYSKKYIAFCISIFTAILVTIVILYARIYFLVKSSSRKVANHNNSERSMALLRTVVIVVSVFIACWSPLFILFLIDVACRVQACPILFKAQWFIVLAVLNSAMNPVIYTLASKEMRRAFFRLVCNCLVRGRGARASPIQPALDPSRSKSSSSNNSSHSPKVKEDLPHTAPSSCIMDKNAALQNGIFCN
# Diaph act CS: compounds boosting diaphorase resazurin reduction – biochemical, uHTS, resorufin fluorescence, counter-screen for diaphorase-coupled primary assays, primary screen; activation factor at 20 µM; Diaphorase/resazurin coupled assay, 16 min; active compounds read high; 1 = vehicle wells, 0 = NADH-free wells; actives 0.005% (n = 190,000); AID 1229, 2008;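 active means diaphorase activity raised at least twofold by the compound at 20 µM; inactive means activation factor below 2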
#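 Assay system: bacterial diaphorase enzyme (C. kluyveri) / Input: enzyme 0.07 U/mL final / Medium: 50 mM HEPES pH 7.4 with 4.542 mM MgCl2, 0.005% Tween 20 / Doses: single compound dose of 20 µM, 1% DMSO final / Incubation: 16 min enzyme reaction, ambient temperature / Signal: fluorescence, excitation 544 nm and emission 590 nm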
# G6PDH counter: L. mesenteroides G6PDH inhibitors, counter-screen for G6PDH-coupled screening assays, biochemical, Leuconostoc mesenteroides enzyme | actives 0.12% (n = 200,000) | inhibition, % at 5 µM | AID 1020, 2008 | glucose-6-phosphate dehydrogenase [Leuconostoc mesenteroides] | Purified L. mesenteroides G6PDH, diaphorase/resazurin coupled fluorescence, 45 min
# PMI act hi M6P: human PMI activators, high substrate, primary screen, biochemical, fluorescence intensity, near-saturating mannose 6-phosphate; Mannose-6-phosphate isomerase (Homo sapiens), P34949; coupled PMI enzyme assay, resazurin fluorescence, 20 min; active compounds read high; 1 = untreated enzyme, 0 = substrate-free blank; actives 0.34% (n = 190,000); activation factor at 20 µM;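 active means activation factor of 2 or more at 20 µM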
# Target sequence (P34949 whole entry, looked up): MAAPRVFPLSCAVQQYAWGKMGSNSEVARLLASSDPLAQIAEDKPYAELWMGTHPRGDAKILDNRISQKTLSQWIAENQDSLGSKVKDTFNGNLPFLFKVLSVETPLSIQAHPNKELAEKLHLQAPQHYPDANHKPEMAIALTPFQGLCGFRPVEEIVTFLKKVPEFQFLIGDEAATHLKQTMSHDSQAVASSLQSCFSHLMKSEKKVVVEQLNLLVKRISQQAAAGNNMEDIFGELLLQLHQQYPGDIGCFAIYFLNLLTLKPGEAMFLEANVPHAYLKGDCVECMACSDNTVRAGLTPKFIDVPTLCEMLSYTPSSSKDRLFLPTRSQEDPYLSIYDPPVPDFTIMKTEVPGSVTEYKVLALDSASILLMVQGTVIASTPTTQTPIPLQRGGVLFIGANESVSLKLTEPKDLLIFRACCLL
#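 Test system: human phosphomannose isomerase with PGI, G6PDH, diaphorase coupling enzymes; Amount: PMI at 15 ng/mL final; Reagent: Mannose-6-phosphate 1.0 mM (near-saturating) plus 0.22 mM NADP+; Timing: 20 min, room temperature; Technique: resorufin fluorescence at Ex 544/Em 590 nm; Dosing: 20 µM single dose.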
# Redox H2O2 prof: compounds producing H2O2 with reducing agent – biochemical, NIH compound library profiling, artefact control for MLSCN library redox annotation, primary screen; DTT-dependent redox cycling H2O2, phenol red/HRP absorbance; 100% = 100 µM peroxide control, 0% = buffer; activation, % at 10 µM; actives 0.03% (n = 200,000); AID 878, 2007;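 active means activation of at least 50% relative to the plate's high and low controls in the primary single-dose screen; inactive means activation below 50%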;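 further: compound incubated with DTT at 0.8 mM final as the reducing agent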
# Lmaj promast: Leishmania major promastigote growth inhibition, primary screen | Leishmania major promastigotes, resazurin fluorescence viability | inhibition, % at 10 µM | actives 9% (n = 200,000) | AID 1063, 2008;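 further: promastigotes grown with compound for 44 hours at 28 °C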
# PMI act: activators of human PMI, primary screen, biochemical, fluorescence intensity, near-Km mannose 6-phosphate; purified human PMI, coupled resazurin fluorescence, 20 min; active compounds read high; 1 = vehicle control, 0 substrate-free wells; activation factor at 20 µM; actives 0.005% (n = 190,000); AID 1214, 2008; Mannose-6-phosphate isomerase (Homo sapiens), P34949;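 active means activation factor of 2 or more at 20 µM, relative to plate controls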
# RAM network inh: inhibitors of the yeast RAM network, primary screen, dse1pr::URA3 reporter, 5-FOA selection; S. cerevisiae dse1pr::URA3 reporter, 5-FOA growth OD615, 2 d; analog-sensitive cbk1-as2 kinase mutant strain; inhibition, % at 50 µM; actives 1.8% (n = 190,000);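 active means inhibition above a set limit, 3 SD over mean compound inhibition, cut at about 8.4% in these data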;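 further: 0% = DMSO-only wells with no growth and 100% = 10 µM 1-NA-PP1 full growth; inhibition rescues growth on 5-FOA so higher OD means more RAM inhibition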
# TLR4-MyD88 BLA: inhibitors of TLR4-MyD88 association in cells, primary screen, cell-based, HeLa CL3-4, BLA complementation, FRET ratio; Toll-like receptor 4 (Homo sapiens) + Myeloid differentiation primary response protein …; HeLa CL3-4 TLR4/MyD88 BLA complementation; inhibition, % at 8.4 µM; actives 0.18% (n = 200,000); in the data active means inhibition above about 25%;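 further: 0% = vehicle and 100% = reference inhibitor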
# Diaph inh CS: diaphorase inhibitors and chemical oxidizers, primary screen, counter-screen for diaphorase-coupled primary assays, biochemical, uHTS, resorufin fluorescence; actives 0.69% (n = 190,000); inhibition, % at 20 µM; AID 1217, 2008; diaphorase resazurin-to-resorufin fluorescence, NADH, 16 min; bacterial (C. kluyveri) enzyme, not human;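 active means primary screen inhibition at 20 µM above a set limit, cut at about 50% in these data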;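 further: plate controls were DMSO with full reaction for no effect and wells lacking NADH for full effect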
#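 Test system: diaphorase enzyme from Clostridium kluyveri; amount: diaphorase at 0.14 U/mL in enzyme working solution; detection: fluorescence of resorufin formed from resazurin, Ex 544/Em 590 nm; times: reaction incubation of 16 min at room temperature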
# Hsp70 activator: Hsp70 transcriptional activators, primary screen, cell-based, HeLa, Hsp70 promoter luciferase, luminescence, 10 µM; HeLa Hsp70 promoter luciferase reporter; scaled: vehicle 0, proteasome-inhibitor control 100%; activation, % at 10 µM; actives 0.04% (n = 200,000); AID 1203, 2008;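 active means activation above the mean across all tested compounds plus 3 SD, cutoff set per campaign, cut at about 5.5% in these data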;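 further: 100% = MG132 at 30 µM as the positive control and 0% = DMSO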
# Starred values were filed as active, the others as inactive; · = not tested or not shown. Unless noted, no stated cut-off is given here; in the data, active means inhibition above about 50%; inactive means the rest. Rows were taken by chance; 12% or so of the library scored in one or more.
nr	SMILES	S1P3 antagonist	Diaph act CS	G6PDH counter	PMI act hi M6P	Redox H2O2 prof	Lmaj promast	PMI act	RAM network inh	TLR4-MyD88 BLA	Diaph inh CS	Hsp70 activator
1	O=C1c2ccccc2C(=O)N1CCc1csc(-c2ccc(F)cc2)n1	·	0.9	3	0.8	-2.0	-5	0.8	1.3	7	12	-0.2
2	Cn1nccc1C(=O)Nc1ccn(C23CC4CC(CC(C4)C2)C3)n1	-10	1	0	1.1	-0.7	53*	1.1	1.9	6	-3	-0.2
3	c1ccc(C(c2nnnn2Cc2ccco2)N2CCN(C3CCCC3)CC2)cc1 (stereo unspecified)	-27	0.9	4	1.1	-2.7	24	1	1.0	18	5	-0.3
4	CCOc1ccc(N(CC(=O)N2CCc3ccccc32)S(=O)(=O)c2c(C)noc2C)cc1	-19	0.7	6	0.9	-1.6	16	0.9	4.9	-9	32	0.0
5	COc1ccc(N(CC(=O)NCc2ccco2)S(C)(=O)=O)cc1OC	·	1	9	1.1	0.1	-1	1.1	1.5	8	2	0.1
6	O=C(NCC(F)(F)F)Nc1cccnc1	7	0.9	9	1	2.1	-5	1	2.5	-7	9	-0.3
7	CCOC(=O)C1=C(O)C(=O)NC(c2ccccc2)=C(OC2CCCCC2)C1	-17	0.9	14	1.3	-0.1	-3	1.3	2.0	-9	8	-0.6
8	COc1ccc(O)c(-c2cc(C(F)(F)C(F)F)nc(-c3ccccc3)n2)c1	·	0.9	4	1	-7.9	-5	1.1	9.1*	2	11	0.0
9	COc1cccc(-n2cnc3sc(C)cc3c2=O)c1	-2	0.8	7	0.9	-0.8	-2	0.9	0.4	-6	23	-0.2
10	CCC(C)(C)c1ccc(Oc2ccc(N)cc2)cc1	-19	0.8	3	0.9	-0.2	95*	0.9	1.6	3	24	-0.6
11	Cc1csc(C(=O)O)c1-n1cccc1	·	1	1	1	-3.0	-5	1	0.2	-1	-1	-0.4
12	COc1ccc(-c2cc(C(=O)Nc3c(C)nn(Cc4ccccc4Cl)c3C)no2)cc1OC	11	0.9	4	0.9	-0.2	-1	1	4.4	-5	14	-0.3
13	Cc1onc(-c2ccccc2Cl)c1C(=O)Nc1ccccc1C(N)=O	-46	0.9	0	1	2.5	10	1.1	0.5	-19	13	0.0
14	COc1ccc(-c2c[n+]3c(n2-c2c(C)n(C)n(-c4ccccc4)c2=O)CCCCC3)cc1	-20	0.9	6	0.9	-2.1	-8	1	2.6	-12	6	0.0
15	Cc1ccc(-c2nn(-c3ccccc3)cc2C(=O)N2CCOCC2)cc1C	-6	0.9	5	1	-0.3	37	1	1.5	-2	12	-0.1
16	O=C(c1ccc(Cl)cc1)N1CCN(C(=O)c2ccco2)CC1	·	0.9	12	0.9	-1.0	-4	0.9	1.3	-3	13	-0.3
17	NC(=O)C1CCCN(C(=S)Nc2cccc3ccccc23)C1 (stereo unspecified)	-10	0.9	-4	0.9	0.9	-3	1	2.0	-5	9	-0.4
18	COc1cc(CCCN2C(=S)NC[C@@H]2c2ccccc2)cc(OC)c1OC	-1	0.8	-8	1	-0.7	6	0.9	-0.4	-1	20	0.2
19	COc1ccc2cc(CN(CC3CCCO3)S(=O)(=O)c3ccccc3Cl)c(=O)[nH]c2c1 (stereo unspecified)	·	1	-1	1	0.1	7	1	1.1	-10	-1	-0.2
20	CCOC(=O)N/N=C/c1ccc(N(CC)CC)cc1O	11	0.7	11	0.5	-0.2	-12	0.8	0.4	0	28	0.3
21	O=C(COc1ccc(/C=N/NC(=O)c2ccc(O)cc2)cc1)Nc1cccc([N+](=O)[O-])c1	9	1.4	-2	1.2	-0.8	-13	1.1	7.5	-6	-36	0.1
22	Cc1cccc(Cn2c(SCCO)nc3c2c(=O)n(C)c(=O)n3C)c1	38	0.8	2	1	0.9	1	1	0.9	-13	17	-0.3
23	Cc1ccc(S(=O)(=O)N2CCN(C(=O)c3ccccn3)CC2)c(C)c1	-9	1	6	1	-2.1	5	1.1	0.8	-19	4	-0.1
24	COC(=O)c1cn(C(=O)c2ccc(C)cc2C)c2ccccc12	-1	0.8	9	0.7	0.3	15	0.8	2.7	10	22	-0.1
25	O=C(O)CSC(C(=O)Nc1ccc(Br)cc1)c1ccccc1 (stereo unspecified)	-4	1	10	1	-1.6	-5	1	0.2	2	-1	0.1
26	CCCCN(C)Cc1c(C)[nH]c2ccc(Cl)cc2c1=O	-26	1.1	8	1.1	2.7	1	1.2	0.9	2	-13	-0.3
27	Cn1c(Cn2c(=O)sc3ccccc32)nnc1SCC(=O)NCCc1ccccc1	-4	1	1	1	-0.6	-9	1	2.8	-4	4	-0.2
28	Cc1cc(NC(=O)CSc2nc3ccccc3c(=O)n2C2CCCC2)no1	-6	0.8	15	1	-0.1	6	1	3.5	9	23	-0.2
29	COc1ccc(-c2cc(=O)oc3c(C)c(OC(=O)c4cccs4)ccc23)cc1	-5	0.9	-14	1.1	-0.1	-3	1	1.6	9	5	-0.3
30	Cc1ccccc1NC(=O)CSc1nnc(C)c(=O)[nH]1	-11	1	1	1	-1.3	-5	1	0.0	3	5	-0.4
31	Cc1cc(NC(=O)c2cc(-c3cccs3)on2)nn1Cc1ccc(Cl)cc1	0	1	2	1	0.0	7	0.9	4.5	-10	-3	0.3
32	COc1ccc(C)cc1NC(=O)CSc1ccc(-c2cccnc2)nn1	5	0.8	4	1	0.2	14	0.9	-1.0	8	18	-0.2
33	CCN(CC)S(=O)(=O)c1ccc(N2CCCC2)c(NS(=O)(=O)c2cccs2)c1	-14	1	2	1.2	-1.0	-1	1.4	3.4	13	0	-0.1
34	CCc1nnc(NS(=O)(=O)c2ccc(N=Cc3c(C)[nH]n(-c4ccc(C)c(C)c4)c3=O)cc2)s1	7	0.8	-7	1	-0.1	-6	1	4.4	-9	24	-0.3
35	CNC(=S)N1CCN(c2cccc(OC)c2)CC1	·	1	8	1	4.7	-7	1.1	0.3	-14	1	-0.4
36	Cc1ccc(/C=C/C(=O)O)cc1S(=O)(=O)N(C)CCO	0	0.9	-17	1	0.8	-8	1	0.0	3	5	-0.3
37	COc1ccc(Cc2nc3c4c(ncn3n2)Oc2c(ccc3ccccc23)C4c2ccc(OC)c(OC)c2)cc1 (stereo unspecified)	2	0.9	-21	0.9	0.5	31	0.9	7.9	4	12	-0.4
38	C(#Cc1ccccc1)Cn1nnc2ccccc21	15	0.8	-20	0.9	2.2	-2	0.8	0.3	-11	24	0.0
39	N#CCC(=O)Nc1ccc(C(=O)OCC(=O)Nc2ccccc2Sc2ccccc2)cc1	4	0.8	-2	0.8	0.3	13	0.8	8.4*	-9	16	0.0
40	Cc1ccc(NCc2nnc(SCC(=O)N3CCCCC3)n2CC2CCCO2)c(C)c1 (stereo unspecified)	-21	·	·	·	2.8	-8	·	·	9	·	-0.4
41	Cc1ccc(Cl)c(OC(=O)c2ccc(N3CCOCC3)c([N+](=O)[O-])c2)c1	-4	0.7	-31	0.9	0.7	-2	0.9	5.2	-1	26	-0.1
42	CN(C)c1ccc(/C=N/c2cc(-c3ccccc3)nn2-c2ccccc2)cc1	·	0.8	8	0.9	-15	-2	0.9	1.2	15	16	-0.1
43	COc1cccc(CNc2nc3nc(C)cc(C)n3n2)c1	-32	0.9	-3	1	-0.3	-8	1	1.9	-5	6	-0.2
44	C/C(=N\NC(=O)c1cc(C)nc2ccccc12)c1ccco1	2	1	1	1	-0.9	-1	1	1.7	9	4	0.0
45	O=C(CCC1CC(=O)Nc2ccccc21)NCc1ccccc1 (stereo unspecified)	·	0.9	9	1	0.1	-7	0.9	2.3	20	8	-0.1
46	CCCCC(CC)CNC(=O)c1ncn[nH]1 (stereo unspecified)	-9	0.9	-4	1	-0.1	-6	1	2.4	-9	8	0.1
47	CC(C)(C)C(=O)Nc1cccc(OC(F)(F)C(F)Cl)c1 (stereo unspecified)	2	0.9	4	0.9	0.1	17	0.9	1.9	8	9	-0.2
48	Cc1nc2c(C(=O)NCc3ccc4c(c3)OCO4)c[nH]n2c(=O)c1Cl	·	0.8	5	0.9	1.9	-8	0.8	1.8	8	20	-0.3
49	CC1CCN(C(=O)CCCNC(=O)Cn2cnc3sc4c(c3c2=O)CCCC4)CC1	·	0.9	4	1.1	0.3	-2	1	3.5	5	12	-0.1
50	O=C(COc1ccccc1)NCC(=O)Nc1ccc(S(=O)(=O)NCc2ccco2)cc1	·	0.8	0	1	-1.4	1	0.9	2.5	4	17	0.0
51	CCc1ccc(Nc2nnc(SC3CCOC3=O)s2)cc1 (stereo unspecified)	-13	0.9	6	0.9	0.3	2	0.8	1.2	11	9	-0.3
52	COc1ccc(Cl)cc1NC(=O)CCn1cnc2ccccc2c1=O	-25	0.8	16	0.9	1.2	13	0.9	2.9	0	17	-0.3
53	CCn1c(=NC(=O)CN2C(=O)CCC2=O)sc2c(C)cc(C)cc21	-26	1	0	1	-1.1	8	1	-0.3	-11	1	-0.2
54	CCCc1[nH]n(-c2nc3ccccc3s2)c(=O)c1C=NCCN1CCOCC1	·	1	-17	1	2.3	-8	1	0.7	16	5	0.1
